Bioassay records (PubChem)
A3G deaminase: blocks human APOBEC3G single-stranded DNA deamination | recombinant A3G, ssDNA deamination FAM/TAMRA fluorescence | inhibition, % at 20 µM | 330,000 tested, 0.28% active | AID 493012;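 active means inhibition of at least 40% at 20 µM, with no more than 30% in the related APOBEC3A deaminase screen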;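 further: plate controls were DMSO wells with A3G for no effect and wells lacking A3G enzyme for full effect; some compounds called inactive have numbers as strong as hits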
UBC13 inh: human UBC13 polyubiquitination inhibition; inhibition, % at 20 µM; 330,000 tested, 0.47% active; AID 485273; UBC13 polyubiquitin chain formation, TR-FRET; P61088; in the data active means inhibition above about 45%, passing the limit was not always enough
Apaf1 inhib: inhibitors of human Apaf-1 apoptosome. AID 489030. reconstituted apoptosome caspase-3 activity, DEVD-Rh110 fluorescence. 330,000 tested, 0.71% active. inhibition, % at 20 µM. O14727; active means inhibition of at least 40% at 20 µM;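 further: plate controls were DMSO wells for no effect and DEVD-CHO caspase inhibitor wells for full effect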
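Material: reconstituted apoptosome with Apaf-1, cytochrome c, caspase-9, procaspase-3, dATP. Technique: Rh110 fluorescence intensity. Buffer or medium: pH 7.5 Hepes buffer with CHAPS, BSA, DTT. Times: 30 min plus 50 min, RT.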
SENP6 inh: blocks the human protease SENP6; inhibition, % at 10 µM; Q9GZR1; AID 2599; 330,000 tested, 1.8% active; Recombinant SENP6 catalytic domain, aminoluciferin luminescence;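 active means inhibition above about 50% at the single tested dose, limit read from the data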;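 further: plate controls were DMSO wells with enzyme for no effect and DMSO wells lacking enzyme for full effect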
Target sequence (Q9GZR1 628-1112 limits assumed): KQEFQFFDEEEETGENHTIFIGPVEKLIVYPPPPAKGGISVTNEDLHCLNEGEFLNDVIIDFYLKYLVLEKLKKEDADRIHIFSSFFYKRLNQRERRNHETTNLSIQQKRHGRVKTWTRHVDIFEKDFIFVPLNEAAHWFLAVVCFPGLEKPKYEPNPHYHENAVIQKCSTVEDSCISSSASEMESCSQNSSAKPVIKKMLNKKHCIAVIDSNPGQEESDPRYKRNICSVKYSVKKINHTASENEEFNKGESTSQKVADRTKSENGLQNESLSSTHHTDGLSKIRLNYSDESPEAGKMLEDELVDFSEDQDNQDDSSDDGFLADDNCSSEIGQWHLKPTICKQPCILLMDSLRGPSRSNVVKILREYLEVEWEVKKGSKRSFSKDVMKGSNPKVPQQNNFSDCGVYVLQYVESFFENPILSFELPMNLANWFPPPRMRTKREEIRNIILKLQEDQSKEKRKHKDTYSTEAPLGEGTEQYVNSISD
SENP8 block-1: blocks the human protease SENP8. purified SENP8, Z-RLRGG-aminoluciferin cleavage, luminescence. inhibition, % at 10 µM. 330,000 tested, 1.2% active. AID 2540; in the data active means inhibition above about 50%
Target sequence (Q96LD8 whole entry, looked up): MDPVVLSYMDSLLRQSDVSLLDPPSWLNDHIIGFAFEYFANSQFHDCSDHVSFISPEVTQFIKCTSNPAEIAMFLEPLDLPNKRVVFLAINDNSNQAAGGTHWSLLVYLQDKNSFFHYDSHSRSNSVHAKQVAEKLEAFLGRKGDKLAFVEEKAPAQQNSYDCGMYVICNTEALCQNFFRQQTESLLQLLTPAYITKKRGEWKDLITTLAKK
SENP8 block-2: SENP8 (human) protease inhibition. Q96LD8. inhibition, % at 20 µM. AID 602440. 360,000 tested, 0.64% active. recombinant SENP8, Nedd8 substrate fluorescence; in the data active means inhibition mostly above about 40%, no sharp cut-off; inactive means mostly below about 27%
SENP1 FRET inh: inhibitors of human SENP1 SUMO protease catalytic domain | Q9P0U3 | recombinant SENP1 catalytic domain, CyPet-SUMO1-YPet FRET cleavage | inhibition, % at 10 µM | 360,000 tested, 0.21% active | AID 624204;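 active means inhibition at least 30% at 10 µM, raw YFP signal under a set limit, fluorescence ratio 0.5 to 1.5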;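 further: 0% = enzyme with DMSO and 100% = no enzyme wells; some results filed as inactive read as strong as hits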
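Material: hSENP1 catalytic domain, recombinant; medium: Tris pH 8 with BME, BSA, NP40 and catalase; compound: single concentration of 10 µM compound, 0.5% DMSO final; technique: FRET read of cyan and yellow fluorescence; timing: 50 min enzyme reaction, room temperature, light-protected; reagent: SFCypet-SUMO1-SFYpet substrate at 25 nM; control set: no-enzyme low, enzyme-DMSO high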
SENP7 block: SENP7 protease inhibition. Q9BQF6. recombinant SENP7, Z-RLRGG-aminoluciferin luminescence, 40 min. inhibition, % at 5 µM. 330,000 tested, 1.5% active. AID 434973;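 active means inhibition above about 50% at the single test dose, limit read from the data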;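 further: plate controls were DMSO with enzyme for no effect and no enzyme buffer wells for full effect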
Target sequence (Q9BQF6 706-1050 limits assumed): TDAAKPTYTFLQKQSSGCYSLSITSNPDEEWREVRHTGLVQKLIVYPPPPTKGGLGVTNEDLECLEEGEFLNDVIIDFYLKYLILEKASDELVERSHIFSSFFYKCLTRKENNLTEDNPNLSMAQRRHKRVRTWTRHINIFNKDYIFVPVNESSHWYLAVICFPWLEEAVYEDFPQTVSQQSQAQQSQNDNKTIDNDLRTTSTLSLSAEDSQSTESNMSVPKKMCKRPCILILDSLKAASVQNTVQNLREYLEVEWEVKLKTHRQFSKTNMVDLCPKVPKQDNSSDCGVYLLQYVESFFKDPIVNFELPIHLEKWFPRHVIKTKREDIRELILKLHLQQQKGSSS
* hit, by the source's call; / = no result given.

SMILES	A3G deaminase	UBC13 inh	Apaf1 inhib	SENP6 inh	SENP8 block-1	SENP8 block-2	SENP1 FRET inh	SENP7 block
CCOC(=O)C1CCCN(S(=O)(=O)c2ccc(Cl)nc2)C1 (stereo unspecified)	-10	0	-8	1	-3	15	-1	-2
Cc1cc2c3c([nH]c2cc1S(=O)(=O)N1CCC2(CC1)OCCO2)CCCC3=O	3	-5	-3	-15	1	7	-2	0
Nc1cc(-c2ccccc2)nn1S(=O)(=O)c1ccc(F)cc1	-6	3	7	-6	-2	10	0	3
CCOc1nc(-c2ccccc2)ncc1Oc1ccccc1	-2	-7	11	-26	-9	19	-1	-11
COc1ccc(CN(CC(=O)NCc2ccc3c(c2)OCO3)C(=O)c2csnn2)cc1	-2	-3	-5	-13	-5	4	1	-6
COc1ccc(CNC(=O)C2Cc3cc(S(=O)(=O)N4CCCC4)ccc3N2C(C)=O)c(OC)c1 (stereo unspecified)	-5	-2	3	-2	-1	10	-4	-3
Cn1cc(S(=O)(=O)Nc2ccc(Cl)cc2Cl)c(=O)n(C)c1=O	0	-10	8	-8	7	4	0	5
Cc1cccc(Oc2cnn(C(C)(C)C)c(=O)c2Cl)c1	-5	7	-1	13	1	11	-9	1
COCCOC1CCN(C(=O)C2CCC(=O)N(CCc3ccc(OC)cc3)C2)CC1 (stereo unspecified)	1	-5	-4	-13	-2	16	-1	7
O=C(CN1C(=O)c2ccccc2S1(=O)=O)Nc1cc(S(=O)(=O)N2CCCCC2)ccc1Cl	-6	0	17	4	4	-1	0	0
CCC1(CC)Cc2ccccc2-c2nc(NCCCO)[nH]c(=O)c21	-3	12	11	-10	-5	-430	-2	-9
N#CCCN/N=C(\Cc1nc2ccccc2[nH]1)c1ccccc1	-3	6	-4	-4	3	-153	-28	11
O=c1[nH]c2ccccc2nc1-c1ccc(Cl)cc1	3	8	-6	-3	5	-434	-18	1
CCOC(=O)C1(Cc2cccc(OC)c2)CCCN(C(=O)CCc2cccnc2)C1 (stereo unspecified)	0	-8	-4	-6	0	13	5	12
CC(Nc1nc2ccccc2n2cnnc12)c1ccccc1 (stereo unspecified)	-3	7	4	9	5	-28	-3	7
Cn1c(NCc2ccccc2)nc2c1c(=O)n(Cc1ccc(Br)cc1)c(=O)n2C	-6	38	13	-14	-2	17	-3	5
COc1ccc2ccccc2c1/C=N/Nc1cccc(C(=O)O)c1	27	-3	3	0	8	-64	-73	6
CN(C)C(=O)C1CC(=O)OC12CCCCC2 (stereo unspecified)	-9	4	-12	-5	-4	-1	1	9
Cc1onc(-c2ccccc2Cl)c1C(=O)NNC(=O)c1ccc(F)cc1	-9	5	8	-28	-7	8	2	1
CN(C)C(=O)N1CCC(C(=O)NCc2ccc(F)cc2)CC1	10	0	3	4	-2	12	2	7
COc1ccc(NC(=O)Cc2ccc(Cl)cc2)cc1NC(=O)c1ccco1	-11	2	-2	3	-8	2	-2	0
CC(C)OC(=O)CSc1nnc(-c2cnccn2)n1-c1ccc(Cl)cc1	-4	-2	-4	-10	-11	14	1	4
O=S(=O)(/C=C/c1ccccc1)NC1CCCCCCC1	-1	5	20	3	-1	11	3	6
Cc1cccc(OCC(=O)N/N=C/c2cccn2C)c1	2	0	6	-13	-2	22	2	4
CCOc1ccc(N2CC(NC(=O)c3ccc4ccccc4c3)CC2=O)cc1 (stereo unspecified)	-7	-2	7	-3	1	5	1	-8
C=CCn1c2ccccc2c2nnc(SCC(=O)O)nc21	-3	-9	2	-4	-16	4	1	12
CCc1c(C)nc2c(-c3ccccc3)c(C)[nH]n2c1=O	-3	5	-4	-8	-8	-318	0	8
COC(=O)c1ccc(NC(=S)NCc2ccco2)cc1	-7	5	-3	-11	3	-35	-3	-5
CCC(C)NC(=O)CSc1nc2ccccc2c(=O)n1-c1c(C)n(C)n(-c2ccccc2)c1=O (stereo unspecified)	-6	12	-10	13	4	5	-2	-1
O=C(N/N=C/c1ccncc1)c1cc([N+](=O)[O-])cc([N+](=O)[O-])c1	-2	-5	5	2	5	9	4	-7
C=CCOc1c(Br)cc(/C=C2/NC(=S)N(C(C)=O)C2=O)cc1OC	-2	-14	2	-17	0	-122	55*	-5
Nc1cc(OC(=O)c2ccco2)nn1S(=O)(=O)c1ccc(F)cc1	-3	8	-7	-4	6	11	-1	-6
Cc1ccsc1/C=C1/C(=O)NN(c2ccccc2)C1=O	-3	-28	-7	-2	11	28	0	27
Cc1onc(-c2ccccc2)c1C(=O)Nc1ccc(C(=O)N2CCCCC2)cc1	-3	-2	5	-27	-10	12	2	9
CCOC(=O)CCc1c(C)c2ccc(OCc3cc([N+](=O)[O-])ccc3OC)c(C)c2oc1=O	0	2	4	-2	7	/	/	2
CCC(C)C(NC(=O)C1CCC(C)CC1)C(=O)NCCCN1CCCCC1CC (stereo unspecified)	2	-19	-3	-15	-11	16	-4	0

Results in SENP6 inh and UBC13 inh, for three of the compounds above:
SMILES	SENP6 inh	UBC13 inh
CCC(C)NC(=O)CSc1nc2ccccc2c(=O)n1-c1c(C)n(C)n(-c2ccccc2)c1=O (stereo unspecified)	13	12
O=C(N/N=C/c1ccncc1)c1cc([N+](=O)[O-])cc([N+](=O)[O-])c1	2	-5
C=CCOc1c(Br)cc(/C=C2/NC(=S)N(C(C)=O)C2=O)cc1OC	-17	-14

More entries:
SMILES	A3G deaminase	UBC13 inh	Apaf1 inhib	SENP6 inh	SENP8 block-1	SENP8 block-2	SENP1 FRET inh	SENP7 block
COCCn1c(SCC(=O)N(C(C)C)C(C)C)nnc1-c1cc2ccccc2cc1O	-4	4	6	5	-2	-32	2	-4
Cc1cc(S(=O)(=O)Nc2cccnc2)c(C)s1	-4	-2	-8	-8	-2	13	-1	4
O=C(COC(=O)c1ccc([N+](=O)[O-])cc1Cl)NC(=O)c1ccccc1	-9	-6	0	-4	-6	11	2	4
Cc1nc(N/N=C\c2ccc3c(c2)OCO3)sc1C	-5	1	-4	50*	-1	-68	-5	3
O=C(CN(C(=O)c1cc2c(s1)CCC2)C1CCCC1)NCc1cccs1	-4	6	-8	2	2	9	2	-1
CC1CCCC(C)N1C(=O)COC(=O)C(Cc1ccccc1)NC(=O)c1cccs1 (stereo unspecified)	-6	-3	-11	-5	0	18	0	2
O=C(Cn1cnc2c(NCc3ccccc3)ncnc21)NCCN1CCOCC1	2	/	17	/	/	11	2	1
Cc1ccc([N+](=O)[O-])cc1NC(=O)c1ccc(C(C)(C)C)cc1	-3	-2	3	16	4	9	-2	4
O=C(NCc1ccc(N2CCCC2=O)cc1)c1cnccn1	-4	-1	0	-24	-3	7	2	-5
O=Nc1c(O)n(Cc2c(Cl)cccc2Cl)c2ccccc12	0	3	15	-47	-19	10	4	0
c1ccc(CC2CNc3ccccc3CN2)cc1 (stereo unspecified)	-12	-5	9	-20	-2	8	-5	-2
COc1ccc(C(=O)NC2CCCCCC2)cc1OC1CCN(C(C)=O)CC1	-1	3	4	0	-7	12	3	2
Cc1cc(C)nc(SCC(=O)OCN2C(=O)c3ccccc3C2=O)n1	-2	-2	-11	8	8	18	1	-3
CCN1CCc2c(sc(NC(=O)c3ccc(S(=O)(=O)N4CCOCC4)cc3)c2C(=O)OC)C1	2	6	1	-4	2	-47	-46	11
COc1ccc(-c2cc(C(=O)N3CCN(c4ccccc4)CC3)c3ccccc3n2)cc1OC	-7	7	19	2	-5	-494	1	-7
COc1ccc(S(=O)(=O)n2ccc(C(C)Oc3ccc(-c4ccccc4)c(F)c3)n2)cc1 (stereo unspecified)	-2	10	1	-11	7	13	1	1
COc1ccc2nc(NC(=O)c3ccccc3-c3ccccc3C(=O)O)sc2c1	-10	-6	-3	15	2	1	1	-1
Cc1ccc(NC(=O)CN2C(=O)N/C(=C/c3ccc(N4CCOCC4)cc3)C2=O)cc1	-5	-18	-6	0	-4	-323	-60	-21
CC(C)(C)NNC(=S)Nc1cccc(C(F)(F)F)c1	7	5	3	0	1	38	3	3
O=C(Nc1cc(-c2ccccc2)[nH]n1)c1ccccc1F	3	5	-18	29	8	-1	2	37
CCC(C)NC(=O)COC(=O)c1oc2ccccc2c1CSc1ccc(Cl)cc1 (stereo unspecified)	1	-1	6	0	4	6	1	2
Cc1ccc2nc(C3CCCCC3)[nH]c2c1	-8	4	-11	24	11	13	-2	18
Nc1nc(-c2c(Cl)cccc2Cl)no1	2	-2	-16	-1	4	0	0	6
Cc1ccc(S(=O)(=O)c2ncccc2[N+](=O)[O-])cc1	-8	-3	12	-18	-5	22	2	-6
CCc1c(-c2ccccc2)nc2sc3c(c2c1N)CCCC3	-6	0	24	-29	-8	-41	-1	-10
CCOc1ccc(C(=O)NC(C)CCc2ccccc2)cc1 (stereo unspecified)	10	1	8	-14	9	10	3	7
COc1ccc(NC(=O)C(=O)N/N=C(\C)CC(=O)Nc2cc(C)ccn2)c(OC)c1	-7	1	6	4	-7	2	-8	-7
CCOc1ccc(N2C(=O)CC(SC(=NC)Nc3ccc(F)cc3)C2=O)cc1 (stereo unspecified)	1	-14	15	-1	3	32	1	10
COc1ccc(/C=C2\SC(=NCc3ccccc3)NC2=O)cc1	2	0	9	1	6	-8	4	-1
O=C(CNC(=O)c1ccccc1F)OCc1nc2ccc(Cl)cc2n1CCO	-3	-3	13	-19	-11	2	-5	-2
OC1C2(Cc3ccccc3)CN3CCN(C2)CC1(Cc1ccccc1)C3 (stereo unspecified)	1	8	-3	-8	-2	27	0	0
COc1cc(/C=C2/C(=O)ON=C2c2ccccc2)ccc1O	-2	-63	3	-6	-6	27	2	6
Cc1ccc(/C=N/NC(=O)c2ccoc2C)o1	-8	-11	4	49	9	16	2	36
O=C(c1ccc(NC2=NC3CS(=O)(=O)CC3S2)cc1)N(CCO)Cc1ccccc1 (stereo unspecified)	-5	2	-7	0	4	4	2	-2
CCN1CCN(CCCN(Cc2ccco2)C(=S)Nc2ccccc2Cl)CC1	-9	11	-6	-3	-6	24	3	0
O=C(NCC1CCCO1)c1ccc(CS(=O)(=O)c2ccc(Cl)cc2)o1 (stereo unspecified)	-4	0	-13	12	-3	-1	-1	-1

Compound profiles, from the list above. Values in the order: A3G deaminase	UBC13 inh	Apaf1 inhib	SENP6 inh	SENP8 block-1	SENP8 block-2	SENP1 FRET inh	SENP7 block
CCOc1ccc(C(=O)NC(C)CCc2ccccc2)cc1 (stereo unspecified) is entered as 10	1	8	-14	9	10	3	7
CCOc1ccc(N2C(=O)CC(SC(=NC)Nc3ccc(F)cc3)C2=O)cc1 (stereo unspecified) is entered as 1	-14	15	-1	3	32	1	10

(continued)
SMILES	A3G deaminase	UBC13 inh	Apaf1 inhib	SENP6 inh	SENP8 block-1	SENP8 block-2	SENP1 FRET inh	SENP7 block
CN(C)C(CNC(=O)CSc1nc2sc3c(c2c(=O)n1C)CCCC3)c1ccccc1 (stereo unspecified)	-2	-6	13	-2	1	5	1	-5
Cc1ccc(NS(=O)(=O)c2ccc(-c3ccc(=O)[nH]n3)o2)cc1	0	-8	6	-3	-1	11	0	-1
Cc1nc(SCC(=O)NCc2ccco2)c2oc3ccccc3c2n1	-6	8	-4	-5	-3	9	-1	-3
O=C(c1ccco1)N1CCN(CC(O)Cn2c3ccccc3c3ccccc32)CC1 (stereo unspecified)	3	6	11	-2	0	5	-4	7
O=C(Nc1ccc(S(=O)(=O)Nc2ncccn2)cc1)c1ccco1	-7	4	-2	-4	3	11	2	0
O=C(COC(=O)C1COc2ccccc2O1)NC1CCS(=O)(=O)C1 (stereo unspecified)	-1	1	-5	-4	4	7	2	2
CN(CC(=O)Nc1cccc(F)c1)CC(=O)Nc1ccc(Cl)cc1[N+](=O)[O-]	-1	-25	-2	13	-2	42*	1	10
CCN1CCN(CC(=O)Nc2sc3c(c2C#N)CCC(C)C3)CC1 (stereo unspecified)	-2	4	14	7	-4	28	-2	-5
